Bioassay records (PubChem)
RBX1-CUL1 inh – inhibitors of human ROC1-CUL1 ubiquitin ligase activity; in vitro K48 di-Ub FRET, acceptor:donor ratio, 45 min; 140,000 tested, 0.6% active; inhibition, % at 10 µM; P62877+Q13616; in the data active = inhibition above about 25%
Target sequence (P62877 whole entry, looked up): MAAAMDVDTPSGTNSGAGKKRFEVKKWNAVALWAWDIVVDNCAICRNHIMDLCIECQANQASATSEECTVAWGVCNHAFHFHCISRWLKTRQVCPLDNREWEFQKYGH
Target sequence (Q13616 whole entry, looked up): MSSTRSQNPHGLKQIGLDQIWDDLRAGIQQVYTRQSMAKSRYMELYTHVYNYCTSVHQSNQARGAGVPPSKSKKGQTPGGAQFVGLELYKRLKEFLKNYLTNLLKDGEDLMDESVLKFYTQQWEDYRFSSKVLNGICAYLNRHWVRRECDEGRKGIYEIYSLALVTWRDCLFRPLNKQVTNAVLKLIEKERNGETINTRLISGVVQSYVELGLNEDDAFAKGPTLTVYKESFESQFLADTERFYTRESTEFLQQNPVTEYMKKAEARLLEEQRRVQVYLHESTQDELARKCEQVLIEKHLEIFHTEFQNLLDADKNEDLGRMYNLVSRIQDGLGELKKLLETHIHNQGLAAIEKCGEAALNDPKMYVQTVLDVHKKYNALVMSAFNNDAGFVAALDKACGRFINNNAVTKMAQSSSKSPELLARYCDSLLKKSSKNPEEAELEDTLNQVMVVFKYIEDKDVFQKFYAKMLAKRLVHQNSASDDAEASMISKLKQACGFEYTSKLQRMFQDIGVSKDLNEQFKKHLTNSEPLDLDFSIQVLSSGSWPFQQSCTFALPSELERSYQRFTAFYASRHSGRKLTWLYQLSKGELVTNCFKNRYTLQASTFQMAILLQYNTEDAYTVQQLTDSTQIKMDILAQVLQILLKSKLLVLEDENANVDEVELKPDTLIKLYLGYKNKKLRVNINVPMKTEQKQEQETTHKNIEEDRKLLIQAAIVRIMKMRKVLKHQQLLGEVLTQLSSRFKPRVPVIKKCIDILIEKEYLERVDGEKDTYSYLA
An asterisk follows results filed as active. This is a subset; the hit share may differ from the screen's.

| item | RBX1-CUL1 inh | SMILES |
| --- | --- | --- |
| 1 | -9 | CCOC(=O)c1ccc(N2C(=S)N=C(Nc3ccc(Cl)cc3)C23CCC(C)CC3)cc1 (stereo unspecified) |
| 2 | -6 | Cc1cc(CN2CCC(C(=O)Nc3cccc(-c4ccco4)c3)CC2)oc1C |
| 3 | 5 | Cc1cccc(N2CCN(c3ncnc4onc(C)c34)CC2C)c1 (stereo unspecified) |
| 4 | -7 | CCOc1ccc(NC(=O)c2ccc(-c3nc(COc4ccccc4)c(C)o3)cc2)cc1 |
| 5 | -5 | CCN=C1S/C(=C/c2cc3c(cc2OCC)OCO3)C(=O)N1CC |
| 6 | 6 | COc1cc(/C=N/NC(N)=S)ccc1OCc1ccc(Cl)cc1Cl |
| 7 | 1 | COc1cccc(/C=C/c2ccccc2)c1OC |
| 8 | -2 | CO[C@H]1[C@H](NC(=O)c2ccccn2)c2ccccc2C12CCN(C(=O)COc1ccccc1)CC2 |
| 9 | 1 | CCOC(=O)N1CCN(S(=O)(=O)c2ccc(Cl)c(OCC)c2)CC1 |
| 10 | 4 | Cc1cccc2sc(N(CCN(C)C)C(=O)c3ccc4c(c3)OCCO4)nc12 |
| 11 | 1 | Cn1c(=O)c2ccccc2n2c(=O)c(/C=C\c3ccc(Cl)cc3)nnc12 |
| 12 | 3 | COC(=O)CC1Oc2ccc(Cl)cc2-n2cc(-c3ccccc3)nc21 (stereo unspecified) |
| 13 | 3 | CCC(=O)N[C@@H]1c2ccccc2C2(CCN(C(=O)c3cccc(OC)c3OC)CC2)[C@H]1OCCOC |
| 14 | -14 | CCOc1ccc(Oc2cccc(Br)n2)cc1 |
| 15 | 1 | CC1CCCN(C(=O)Cn2c(=O)oc3cc(S(=O)(=O)N4CCCCC4)ccc32)C1 (stereo unspecified) |
| 16 | 1 | CCOC(=O)c1c(NC(=O)CCCOc2ccc(C(C)(C)C)cc2)sc2c1CCCC2 |
| 17 | -4 | Cc1ccc(SCC(=O)c2ccc(Cl)cc2)cc1 |
| 18 | 1 | CN1C(=O)C(C(=O)c2ccccc2)C(=O)c2ccccc21 (stereo unspecified) |
| 19 | -10 | COCCn1c(-c2ccccn2)nc2cc(NC(C)=O)cc(C(=O)N(Cc3ccccc3)CC3CC3)c21 |
| 20 | -12 | CC(C)COC(=O)c1cc(=O)[nH]c2ccccc12 |
| 21 | -5 | Cc1cc(C)n2c(Nc3c(C)cccc3C)c(-c3ccsc3)nc2n1 |
| 22 | -3 | COc1cccc2c1NC(=O)C(Cl)(Cl)C2=O |
| 23 | 6 | COc1ccccc1N1CCN(CCCCn2c(=O)c3ccccc3c(=O)n2C)CC1 |
| 24 | 7 | COc1ccc(N(CC(O)Cn2c3ccccc3c3ccccc32)S(=O)(=O)c2ccc(Cl)cc2)cc1 (stereo unspecified) |
| 25 | 4 | CC(=O)c1cn(C2OCC(O)C(O)C2O)c(=O)[nH]c1=O (stereo unspecified) |
| 26 | -6 | C=CCN(CC=C)C(=O)c1cn(C2CCCCC2)nn1 |
| 27 | 1 | Cc1ccc(C)c(NC(=O)CN(C)S(=O)(=O)c2cccc3nsnc23)c1 |
| 28 | 0 | O=C(CN1C(=O)c2ccc(C(=O)OCC(=O)c3ccc(Cl)cc3Cl)cc2C1=O)OCC(=O)c1ccc(Cl)cc1Cl |
| 29 | -9 | C=CCSc1ccccc1C(=O)Nc1ccccc1OC |
| 30 | 0 | Cc1ccc(CNC(=O)CCN2C(=O)COc3ccc(C)cc32)cc1 |
| 31 | -2 | Cc1ccc2c(c1)c(=O)c1ccccc1n2CCCC(=O)Nc1ccc(Cl)c(Cl)c1 |
| 32 | 0 | Cc1ccc(CNCCNCC(C)O)s1 (stereo unspecified) |
| 33 | 1 | CC(=O)c1ccc(NS(=O)(=O)c2ccc(S(=O)(=O)N3CCOCC3)cc2)cc1 |
| 34 | 10 | C/C(=N\NC(=O)CSCc1ccc(Cl)cc1)c1ccc(NC(=O)c2ccccc2)cc1 |
| 35 | -2 | CCN1CCN(c2ccc(C(=O)NCCCc3c(C)noc3C)cn2)CC1 |
| 36 | 1 | CC(C)NC(=O)C1CCC(Cn2c(=O)c3sccc3n(CC(=O)N3CCCC3)c2=O)CC1 (stereo unspecified) |
| 37 | -2 | OCC1(Cc2ccc(F)cc2)CCCN(Cc2cccn2-c2ncccn2)C1 (stereo unspecified) |
| 38 | 15 | Brc1cc(Br)c(-c2ccccc2)s1 |
| 39 | 3 | O=C(c1ccncc1)N1CCc2cc(S(=O)(=O)NC3CCCC3)ccc21 |
| 40 | -1 | COc1cccc(/C=N/Nc2nncc(-c3ccccc3)n2)c1 |
| 41 | -5 | CCOc1cnn(Cc2ccccc2)c(=O)c1SCc1ccccc1 |
| 42 | 2 | O=C(CSc1nc2scc(-c3ccccc3)c2c(=O)[nH]1)c1ccc(-c2ccccc2)cc1 |
| 43 | -1 | CCOC(=O)C1(c2ccccc2)CCC(CCC(C#N)(c2ccccc2)c2ccccc2)CC1 (stereo unspecified) |
| 44 | 6 | CSc1nnc(NC(=O)c2ccc(Br)cc2)s1 |
| 45 | 8 | Cc1ccc(Sc2c(C(=O)NCc3cccc(F)c3)[nH]c3ccccc23)cc1 |
| 46 | -4 | COc1ccc(C2CC=CC(OC)(OC)C2(C#N)C#N)cc1 (stereo unspecified) |
| 47 | 11 | CN(C)c1ccc(C2OC(=O)C(C)(C)C(=O)C2(C)C)cc1 (stereo unspecified) |
| 48 | 5 | CSc1ccc(/C=C2\C(=O)NC(=O)N(c3ccc(Br)c(C)c3)C2=O)cc1 |
| 49 | -11 | Cc1c(CN(C)C(=O)c2nn3c(C(F)(F)F)cc(-c4ccc(Br)cc4)nc3c2Cl)cnn1C |
| 50 | 8 | Cc1nc(C(=O)N2CCC3(CCCN(CC(C)(C)C)C3=O)C2)cs1 (stereo unspecified) |

Arranged by length of the SMILES (rising): part of the list above.
| item | RBX1-CUL1 inh | SMILES |
| --- | --- | --- |
| 41 | -5 | CCOc1cnn(Cc2ccccc2)c(=O)c1SCc1ccccc1 |
| 45 | 8 | Cc1ccc(Sc2c(C(=O)NCc3cccc(F)c3)[nH]c3ccccc23)cc1 |
| 48 | 5 | CSc1ccc(/C=C2\C(=O)NC(=O)N(c3ccc(Br)c(C)c3)C2=O)cc1 |
| 42 | 2 | O=C(CSc1nc2scc(-c3ccccc3)c2c(=O)[nH]1)c1ccc(-c2ccccc2)cc1 |

Continued.
| item | RBX1-CUL1 inh | SMILES |
| --- | --- | --- |
| 51 | -7 | CCOc1ccc(C(=O)Nc2cccnc2Cl)cc1 |
| 52 | -3 | COc1cccc(CN2C[C@@H]3C[C@@H](c4cc(C(C)C)n[nH]4)N4CCC[C@@]34C2=O)c1 |
| 53 | 1 | O=C(NNC(=O)c1cc2cc(Br)ccc2oc1=O)c1ccc(O)cc1 |
| 54 | 5 | C/C(=N/O)C12CCCC(CCC1)C2 |
| 55 | -13 | CCN(CC)c1ccc(NC(=O)c2ccc([N+](=O)[O-])cc2Cl)cc1 |
| 56 | -6 | Cc1c2cnn(CC(=O)N3CCN(c4ccccc4)CC3)c(=O)c2c(C)n1Cc1ccc(F)cc1 |
| 57 | 6 | Cc1cccc(N=C(N)N=C2N=C3CCCCC3C(=O)N2)c1 (stereo unspecified) |
| 58 | -4 | CCOc1ccc(CCN2C(=S)N(c3cccc(C(F)(F)F)c3)C(=O)C2CC(=O)Nc2ccc(C(=O)OC)cc2)cc1OCC (stereo unspecified) |
| 59 | -8 | COc1cccc(CCC2CCCN(Cc3nc[nH]c3C)C2)c1 (stereo unspecified) |
| 60 | 2 | COc1ccc(Br)c(/C=C2\SC(=Nc3cccc(C(F)(F)F)c3)NC2=O)c1 |
| 61 | 12 | Cc1cccc(N2CCN(C(=O)c3nn(C)c4c3CS(=O)(=O)c3ccccc3-4)CC2C)c1 (stereo unspecified) |
| 62 | 2 | O=C(Oc1cc(=O)oc2ccccc12)c1cccnc1Cl |
| 63 | 1 | CSc1ccc(-c2nnn(CC(=O)Nc3ccc(Br)cc3)n2)cc1 |
| 64 | -8 | CCCCCCCCCC(=O)OC(C)CN(C)CC/C=C1/c2ccccc2CSc2ccccc21 (stereo unspecified) |
| 65 | -4 | Cc1ccc(C)c(Cn2c(=O)c3c(nc4n3CCN4c3ccccc3)n(C)c2=O)c1 |
| 66 | 5 | O=C(NC1CCCCC1)C(Cc1ccc(Cl)cc1)=NC(=O)c1ccccc1 |
| 67 | -3 | C=CCOc1ccc(/C=N/NC(=O)CN(c2ccc(OC)cc2)S(=O)(=O)c2ccc(C)c([N+](=O)[O-])c2)cc1 |
| 68 | -1 | COc1ccc(S(=O)(=O)N2CCCC2C(=O)Nc2nccs2)cc1 (stereo unspecified) |
| 69 | 2 | COC(=O)c1ccc(-c2noc(CN3CCCN(c4ncccn4)CC3)n2)cc1 |
| 70 | -5 | COc1ccc2c(c1)CCc1c(C(=O)Nc3ccc(C#N)cc3)noc1-2 |
| 71 | 6 | Cc1ccc(Sc2nnc(-c3ccccc3)s2)cc1 |
| 72 | 2 | O=C(NC(Nc1cccc(C(F)(F)F)c1)C(Cl)(Cl)Cl)c1ccc(Br)cc1 (stereo unspecified) |
| 73 | -11 | COc1ccc(-c2nn(CNc3cccc(Cl)c3)c(=S)o2)cc1OC |
| 74 | -8 | COc1cccc(NC(=O)Cn2cc(S(=O)(=O)N3CCCC3)c(S(=O)(=O)N3CCCC3)c2)c1 |
| 75 | -2 | CC(=O)Nc1ccc(S(=O)(=O)Oc2ccc(C=C3C(=O)NC(=S)NC3=O)cc2)cc1 |
| 76 | 6 | COc1cccc(CC(C2CCN(Cc3cccc(OCCO)c3)CC2)N(C)C(=O)c2ccco2)c1 (stereo unspecified) |

Records 68 to 73 of the list above:
| item | RBX1-CUL1 inh | SMILES |
| --- | --- | --- |
| 68 | -1 | COc1ccc(S(=O)(=O)N2CCCC2C(=O)Nc2nccs2)cc1 (stereo unspecified) |
| 69 | 2 | COC(=O)c1ccc(-c2noc(CN3CCCN(c4ncccn4)CC3)n2)cc1 |
| 70 | -5 | COc1ccc2c(c1)CCc1c(C(=O)Nc3ccc(C#N)cc3)noc1-2 |
| 71 | 6 | Cc1ccc(Sc2nnc(-c3ccccc3)s2)cc1 |
| 72 | 2 | O=C(NC(Nc1cccc(C(F)(F)F)c1)C(Cl)(Cl)Cl)c1ccc(Br)cc1 (stereo unspecified) |
| 73 | -11 | COc1ccc(-c2nn(CNc3cccc(Cl)c3)c(=S)o2)cc1OC |
